# Screening data from PubChem BioAssay.
# Gal4-VP16 FLuc – VP16 counterscreen qHTS for inhibitors of ROR gamma transcriptional activity | Drosophila S2 Gal4-VP16 UAS-luciferase, luminescence, 20 h | Potency, µM (top dose mostly 53.6 µM), for inactives: top-dose activity, negative = inhibition, usual class: inhibitors | 3.5% of 310,000 active | AID 2546, 2010;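 note: Gal4-VP16 expression switched on by copper sulfate through the metallothionein promoter; potency is the fitted concentration of half-maximal effect; % is set by controls: 0 for no effect and ±100 for the full control effect; nearly all actives have a fitted effect of over 50% in size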
# Tb PFK block – qHTS Assay to Find Inhibitors of T. brucei phosphofructokinase; ATP-dependent 6-phosphofructokinase (Trypanosoma brucei brucei), O15648; AID 485367, 2010; T. brucei PFK, ADP-Glo luminescence; Potency, µM (series often up to 57.5 µM), inactives show top-dose activity, negative = inhibition, hits mostly inhibitors; 0.17% of 330,000 active;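 note: potency is the fitted concentration of half-maximal effect; 0% = uninhibited 1x PFK enzyme wells and -100% = no-enzyme wells; nearly all actives have a fitted effect of over 60% in size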
# Target sequence (O15648 whole entry, looked up): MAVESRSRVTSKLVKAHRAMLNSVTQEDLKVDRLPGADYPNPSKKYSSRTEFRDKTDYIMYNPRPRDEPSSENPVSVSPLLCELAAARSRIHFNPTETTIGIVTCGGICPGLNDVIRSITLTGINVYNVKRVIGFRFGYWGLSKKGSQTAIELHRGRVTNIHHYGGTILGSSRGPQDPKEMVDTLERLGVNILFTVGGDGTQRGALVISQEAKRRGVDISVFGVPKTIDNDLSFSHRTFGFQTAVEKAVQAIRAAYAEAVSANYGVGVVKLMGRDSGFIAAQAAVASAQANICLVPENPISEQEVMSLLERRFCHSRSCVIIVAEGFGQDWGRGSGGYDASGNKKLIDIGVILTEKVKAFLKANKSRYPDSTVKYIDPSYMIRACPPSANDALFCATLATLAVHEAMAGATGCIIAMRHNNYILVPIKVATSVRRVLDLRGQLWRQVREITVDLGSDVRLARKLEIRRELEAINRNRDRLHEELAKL
#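 PFK 1.25 nM, F6P 0.5 mM, ATP 0.1 mM, 0.1 M TEA pH 8.0, 5 mM MgCl2, 0.01% Tween20, 0.1% BSA; 45 min RT. ADP-Glo readout. qHTS titration up to 57 uM; curves fitted, compounds curve-classed.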
# FLuc modulator – qHTS profiling assay for firefly luciferase inhibitor/activator using purifed enzyme and Km concentrations of substrates (counterscreen for miR-21 project); Luciferin 4-monooxygenase (Photinus pyralis), P08659; purified FLuc, Km substrates, luminescence inhibition; Potency, µM (doses to about 57.5 µM), inactives show at the highest dose activity change, negative = inhibition, most hits filed as inhibitors; 6.9% of 360,000 active; AID 588342, 2011;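 note: potency is the fitted concentration of half-maximal effect; plate controls were vehicle for no effect and reference inhibitor for full effect; nearly all actives have a fitted effect of over 55% in size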
#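 Purified P. pyralis luciferase, 10 nM final, with Km-level 10 uM D-luciferin and 10 uM ATP in 50 mM Tris acetate pH 7.5, 10 mM Mg acetate, 0.01% Tween-20, 0.05% BSA; 6-point qHTS titration about 60 µM downward; luminescence read.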
# ELG1 genotoxic – qHTS screen for small molecules that induce genotoxicity in human embryonic kidney (HEK293T) cells expressing luciferase-tagged ELG1 | HEK293T ELG1-luciferase reporter, luminescence, 16 h | Potency, µM (highest dose often 46 µM), for the others: at the top dose activity change, positive = activation, usual class: activators | 1.3% of 330,000 active; note: potency is the fitted concentration of half-maximal effect; % of control where 0% means no effect; nearly all actives have a fitted effect of over 60% in size
#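 Cells (2,000/well) expressing the ELG1-luciferase fusion are dosed by pin tool and kept 16 hr at 37 °C, 5% CO2. Signal comes from ONE-Glo luciferase reagent after 30 min at room temperature.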
# Rab9 prom act – qHTS Assay for Rab9 Promoter Activators. Huh7 Rab9 promoter-luciferase reporter, luminescence, 24 h. Potency, µM (titrated, usually from 9.22 µM), for inactives: at the top dose activation, negative = inhibition, most hits filed as activators. 2.8% of 320,000 active. AID 485297, 2010; note: potency is the fitted concentration of half-maximal effect; % of control where 0% means no effect; nearly all actives have a fitted effect of over 60% in size
#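 Rab9 promoter-driven luciferase in stably transfected Huh7 cells; 1500 cells/well rested 2 h, exposed to compound in DMSO for 24 h at 37 °C, 5% CO2. Luminescence read 10 min after adding luciferase reagent at ambient temperature.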
# ELG1 repair inh – qHTS screen for small molecules that inhibit ELG1-dependent DNA repair in human embryonic kidney (HEK293T) cells expressing luciferase-tagged ELG1 | 2.3% of 330,000 active | Potency, µM (highest dose often 46.1 µM), for the others: at the top dose activity change, negative = inhibition, usual class: inhibitors | HEK293T ELG1-luciferase reporter, luminescence, 16 h; DNA damage induced by 5-fluorouridine; note: potency is the fitted concentration of half-maximal effect; % is set by controls: 0 for no effect and ±100 for the full control effect; nearly all actives have a fitted effect of over 55% in size
#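 HEK293T cells expressing luciferase-tagged ELG1 (2,000/well) received 5-Fluorouridine plus compound or DMSO for 16 hr at 37 °C. Luciferase was read by ONE-Glo luminescence after 30 min at room temperature.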
# RORgamma inh – qHTS for inhibitors of ROR gamma transcriptional activity; Nuclear receptor ROR-gamma (Mus musculus), P51450; Drosophila S2 Gal4-RORgamma UAS-luciferase reporter, 20 h; Potency, µM (top dose mostly 53.6 µM), without a hit: at the highest dose activity change, negative = inhibition, usual class: inhibitors; 5.4% of 310,000 active; AID 2551, 2010; note: potency is the fitted concentration of half-maximal effect; % is set by controls: 0 for no effect and ±100 for the full control effect; nearly all actives have a fitted effect of over 60% in size
# Target sequence (P51450 whole entry, looked up, the tested form may be a part): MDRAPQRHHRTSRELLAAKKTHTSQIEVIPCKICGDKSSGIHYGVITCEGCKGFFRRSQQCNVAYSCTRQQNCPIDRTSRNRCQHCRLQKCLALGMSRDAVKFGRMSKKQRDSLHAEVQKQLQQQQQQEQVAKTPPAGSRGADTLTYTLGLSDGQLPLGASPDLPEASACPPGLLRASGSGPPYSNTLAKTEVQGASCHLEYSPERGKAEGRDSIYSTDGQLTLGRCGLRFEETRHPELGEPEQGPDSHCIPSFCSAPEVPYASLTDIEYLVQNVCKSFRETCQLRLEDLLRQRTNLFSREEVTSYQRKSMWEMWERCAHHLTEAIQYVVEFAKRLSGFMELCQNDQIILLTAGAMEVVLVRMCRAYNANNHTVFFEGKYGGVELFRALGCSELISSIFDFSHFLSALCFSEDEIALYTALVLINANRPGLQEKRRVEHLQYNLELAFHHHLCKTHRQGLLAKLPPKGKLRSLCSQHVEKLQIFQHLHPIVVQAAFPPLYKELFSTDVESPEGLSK
#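 Compounds are pin-transferred onto Drosophila Schneider cells expressing a copper-inducible Gal4–ROR gamma transactivation domain fusion. After 1 hr, copper sulfate is added to 700 uM final; luciferase is read 20 hr later.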
# p53 reactivator – qHTS assay for re-activators of p53 using a Luc reporter; H1299 p53-A138V BP100-luciferase reporter, luminescence, 24 h; Potency, µM (doses to about 92.2 µM), without a hit: top-dose activity change, positive = activation, actives largely listed as activators; 0.063% of 320,000 active; note: potency is the fitted concentration of half-maximal effect; % of control where 0% means no effect; nearly all actives have a fitted effect of over 45% in size
#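 H1299 (p53-null), stable ts p53-A138V + BP100-Luc; 1000 cells/well, Opti-MEM/10% FBS; cpd 4 pt, 1:5; 24 h, 37 deg C, 5% CO2; detection reagent 10 min RT; luminescence.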
# TRPV1 ag – HTS Assay for Compounds that Act as Agonists of the Vanilloid Receptor 1; AID 540275, 2011; TRPV1-expressing cells, Fluo-8 calcium influx, agonist mode; 0.19% of 320,000 active; Transient receptor potential cation channel subfamily V member 1 (Homo sapiens), Q8NER1; activation, % at 8.33 µM; in the data active = activation above about 80%; inconclusive = between about 30% and that limit; note: 0% is about no effect
#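 TRPV1-expressing cells were cultured overnight at 35.5C and loaded with Fluo-8 calcium dye for 40 to 90 min at room temperature. After a 10 s baseline, compound was added and calcium influx was read kinetically for 3 min (ex 480/em 520 nm).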
# NPC1 promoter act – qHTS Assay for NPC1 Promoter Activators. Huh7 NPC1 promoter luciferase reporter, 24 h. Potency, µM (top dose mostly 9.22 µM), for inactives: at the highest dose activation, usual class: activators. 2.4% of 320,000 active. AID 485313, 2010;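 note: potency is the fitted concentration of half-maximal effect; % of control where 0% means no effect; nearly all actives have a fitted effect of over 60% in size; reporter is driven by a mutant NPC1 promoter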
#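 Cells: Huh7 expressing luciferase under the NPC1 promoter, 1500/well. Seeded 2 h, compound added, incubated 24 h at 37 °C. Luciferase reagent, 10 min ambient, then luminescence.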
# BRCA1 expr act – qHTS Assay to Identify Small Molecule Activators of BRCA1 Expression; Potency, µM (titrated, usually from 46.1 µM), for inactives: top-dose activation, usual class: activators; 1.1% of 380,000 active; AID 624202, 2012; MCF7-BRCA1-FFLuc reporter, luminescence, 48 h; response scale: scaled: vehicle 0%, 10 µM genistein 100%; note: potency is the fitted concentration of half-maximal effect; nearly all actives have a fitted effect of over 80% in size; some results filed as inactive show a strong effect at the top dose
#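 Activators of BRCA1 expression were detected as increased firefly luciferase luminescence in engineered MCF7 cells after 48 h compound incubation. Signals were scaled to genistein 10 microM as full activation.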
# Numbers without * were called inactive; ? = inconclusive; · = not tested or not shown; [ ] = dose if it differs, or a comment. Unless noted, calls come from the whole dose curve; as a rule, active = well fitted curve in the direction sought with a large enough effect; inconclusive = small, poorly fitted or top-dose-only effect, or another doubt; inactive = no such curve, though single readings can be large; an effect the other way counts as inactive or inconclusive.
SMILES,Gal4-VP16 FLuc,Tb PFK block,FLuc modulator,ELG1 genotoxic,Rab9 prom act,ELG1 repair inh,RORgamma inh,p53 reactivator,TRPV1 ag,NPC1 promoter act,BRCA1 expr act
CCOc1cc(-c2cc(-c3ccc(C)o3)nc(N)c2C#N)ccc1O,-17%,0%,-2%,4%,-2%,16µM*,-42%,-9%,9,2%,-96%[inhibitor]
Cc1c(NC(=O)/C(C#N)=C/c2ccc(-c3ccc(Cl)cc3)o2)c(=O)n(-c2ccccc2)n1C,?,-3%,?,-9%,-1%,16µM*,?,-20%,-4,-6%,-40%
Cn1c(=O)n(C)c2cc(/C=C3/NC(=O)N(Cc4ccccc4)C3=O)ccc21,3%,2%,0%,9.2µM*,-6%,?,-2%,-5%,1,-1%,-50%
CCC(C)N1CCNCC1 (stereo not given),17%,6%,1%,0%,0%,-3%,-9%,1%,-7,-8%,51%
CC(C)(C)c1ccc(OC(=O)CN2C(=O)C3C4CCC(C4)C3C2=O)cc1 (stereo not given),-5%,0%,-14%,-5%,0%,1%,-3%,-8%,1,-2%,0%
CC1CCCC(NC(=O)CSc2n[nH]c(=O)n2Cc2ccccc2)C1C (stereo not given),·,-2%,·,1%,·,-12%,·,0%,·,·,-1%
CCOc1ccc(NC(=S)N2CCN(S(=O)(=O)c3ccc(C)cc3)CC2)cc1,13%,-4%,-1%,-12%,10%,-17%,11%,-3%,4,3%,-7%
Cn1c(=O)c2c(nc(SCc3ccc(C(=O)O)cc3)n2C)n(C)c1=O,-8%,-3%,-2%,0%,-2%,0%,0%,4%,1,-2%,2%
O=c1cc(-c2ccccc2Cl)oc2c(NS(=O)(=O)c3cccs3)ccc(O)c12,-2%,2%,2%,-2%,1%,1%,-6%,-3%,1,0%,-19%
COc1ccc(/C(N)=N/OC(=O)Cc2ccccc2OC)cc1,-3%,0%,?,2%,1%,?,?,13%,9,15%,82%
COC1=C(OC)c2ccccc2C(C(=O)O)N/C1=C(/C)Nc1ccncc1 (stereo not given),-4%,0%,-3%,3%,-5%,1%,7%,-7%,-1,-9%,-5%
O=C(CCCc1ccccc1)N1CCN(C2CCCCC2)CC1,?,1%,?,?,29%,?,-44%[1.91 µM],·,22,28%,5µM*
CS(=O)(=O)c1cccc(C(=O)OCC(=O)c2ccc3c(c2)OCCO3)c1,·,-2%,1.7µM*,4%,10%,24%,·,14%,-4,0%,-6%
CC(=O)N(C)c1ccc(NS(=O)(=O)Cc2ccccc2)cc1,-8%,-1%,-16%,1%,12%,30%,3%,24%,0,8%,21%
CCN1C(=O)[C@@H]2[C@@H](c3ccc(-c4ccc(C(C)=O)cc4)c(OC)c3)N3CCCC[C@@]3(C(=O)OC)[C@@H]2C1=O,·,0%,-1%,-7%,-1%,?,·,-9%,-1,-2%,-8%
COc1cc(C(=O)NCc2ccc3c(c2)cc(C)n3C)cc(OC)c1OC,-8%,-5%,?,7%,-3%,-10%,10%,1%,1,-1%,3%
COc1ccc(/C=N/NC(=O)c2[nH]c(C)c(C(=O)N/N=C/c3ccc(OC)cc3)c2C)cc1,-6%,10%,?,-8%,-3%,21µM*,33%,-18%,-3,-4%,-11%
CCOC(=O)C1CCCN(CC(=O)Nc2ccc(C(=O)Nc3ccccc3OC)cc2)C1 (stereo not given),·,-2%,0%,-6%,-3%,?,·,-6%,24,-6%,-6%
C=CCn1c(Cc2ccccc2)n[nH]c1=S,?,0%,-5%,0%,2%,14%,7.1µM*,0%,-1,-4%,6%
COc1ccc(Cl)cc1C(=O)NNC(=O)CNC(=O)c1ccco1,·,0%,·,1%,·,3%,·,-2%,·,·,-12%
Cc1ccc(S(=O)(=O)CC(=O)Nc2nc(C(C)(C)C)cs2)cc1,3%,3%,4%,-8%,-2%,-8%,61%,-7%,27,2%,-10%
COc1ccc(NC(=O)C2(S(=O)(=O)c3ccc(C)cc3)CC2)cc1OC,5%,6%,0%,4%,3%,-2%,-28%,0%,-3,1%,-20%
COc1ccc(C(=O)CSc2nnc(CNc3ccc(F)cc3)o2)cc1,4%,17µM*,-2%,-18%,-2%,?,20%,-2%,10,-3%,-1%
CCOC(=O)c1ccccc1NC(=O)CSc1nc(N)cc(N)n1,-3%,-3%,6%,-1%,2%,0%,10%,-8%,-3,1%,-10%
CCCC(=O)NCc1nc2ccccc2n1CC(=O)c1ccccc1,5%,-1%,0%,-3%,-1%[1.84 µM],4%,-2%,-3%,20,0%,-2%
Cc1ccc(-n2nc3c(c2NC(=O)c2ccc4c(c2)OCO4)CSC3)c(C)c1,-2%,1%,1%,-2%,-6%,18%,-44%,4%,-2,2%,1%
O=C(Cn1[nH]c(=O)c2ccccc2c1=O)Nc1cccc(-c2nnc3n2CCCCC3)c1,10%,2%,0%,2%,-4%,-14%,3%,-2%,-2,1%,0%
CNc1nc(Cl)c(SC)c(NC2CCCCC2)n1,3%,-2%,-8%,4%,2%,-7%,-14%,-4%,17,-2%,-15%
Cc1ccc(NC(=O)c2ccccc2OCC(=O)c2ccccc2)cc1,13%,3%,13µM*,13%,0%,-7%,25%,-1%,10,0%,0%
Cn1c(COc2ccccc2)nnc1SCCSc1nnc(COc2ccccc2)n1C,-4%,-9%,3%[2.3 µM],-13%,-1%,-3%,21%,7%,1,-2%,-4%
Nc1ccc2ncccc2c1,-11%,-4%,-11%,4%,5%,?,-32%,14%,1,13%,6%
O=C(Nc1ccc(NC(=O)C2CCCN2C(=O)OCc2ccccc2)cc1)c1ccco1 (stereo not given),·,4%,1%,-9%,0%,?,-7%[0.365 µM],-11%,6,1%,2%
CC(C)(C)OC(=O)NCc1ccc(CNC(=O)c2nc[nH]c2C(=O)NCc2ccccc2)cc1,·,-5%,1%,-3%,-2%,?,·,26%,-1,-4%,-34%
COc1ccc(C(CC(=O)N2CCCCC2)c2c(OC)cc(OC)c3c(-c4ccccc4)cc(=O)oc23)cc1 (stereo not given),6%,-7%,-6%,-2%,-11%,0%,3%,-4%,1,-6%,0%
O=C(Nc1ccc(F)cc1F)c1c(C(F)(F)F)ccnc1Oc1ccc(Cl)cc1,-3%,-11%,1%,0%,-1%,28%,-16%,0%,·,-7%,10%

# A second format for some results above:
canonical_smiles: COc1ccc(NC(=O)C2(S(=O)(=O)c3ccc(C)cc3)CC2)cc1OC
- Gal4-VP16 FLuc: 5%
- Tb PFK block: 6%
- FLuc modulator: 0%
- ELG1 genotoxic: 4%
- Rab9 prom act: 3%
- ELG1 repair inh: -2%
- RORgamma inh: -28%
- p53 reactivator: 0%
- TRPV1 ag: -3
- NPC1 promoter act: 1%
- BRCA1 expr act: -20%

canonical_smiles: Cn1c(COc2ccccc2)nnc1SCCSc1nnc(COc2ccccc2)n1C
- Gal4-VP16 FLuc: -4%
- Tb PFK block: -9%
- FLuc modulator: 3%[2.3 µM]
- ELG1 genotoxic: -13%
- Rab9 prom act: -1%
- ELG1 repair inh: -3%
- RORgamma inh: 21%
- p53 reactivator: 7%
- TRPV1 ag: 1
- NPC1 promoter act: -2%
- BRCA1 expr act: -4%

canonical_smiles: COc1ccc(C(CC(=O)N2CCCCC2)c2c(OC)cc(OC)c3c(-c4ccccc4)cc(=O)oc23)cc1 (stereo not given)
- Gal4-VP16 FLuc: 6%
- Tb PFK block: -7%
- FLuc modulator: -6%
- ELG1 genotoxic: -2%
- Rab9 prom act: -11%
- ELG1 repair inh: 0%
- RORgamma inh: 3%
- p53 reactivator: -4%
- TRPV1 ag: 1
- NPC1 promoter act: -6%
- BRCA1 expr act: 0%

canonical_smiles: Cc1ccc(NC(=O)c2ccccc2OCC(=O)c2ccccc2)cc1
- Gal4-VP16 FLuc: 13%
- Tb PFK block: 3%
- FLuc modulator: 13µM*
- ELG1 genotoxic: 13%
- Rab9 prom act: 0%
- ELG1 repair inh: -7%
- RORgamma inh: 25%
- p53 reactivator: -1%
- TRPV1 ag: 10
- NPC1 promoter act: 0%
- BRCA1 expr act: 0%
